Compound activity: PubChem BioAssay, National Center for Advancing Translational Sciences (NCATS)
mIDH1 inhibitor = blocks human mutant IDH1 R132H enzyme | O75874 | IDH1-R132H enzyme, NADPH consumption, diaphorase/resazurin fluorescence | Potency, µM (highest dose often 76.6 µM), without a hit: top-dose activity change, negative = inhibition, usual class: inhibitors | actives 0.093% (n = 390,000); also: potency is read from the fitted curve at half-maximal effect; % is scaled to controls: 0 for no effect and ±100 for the full control effect; nearly all actives have a fitted effect of over 65% in size
Target sequence (O75874 whole entry R132H, stated change not applied): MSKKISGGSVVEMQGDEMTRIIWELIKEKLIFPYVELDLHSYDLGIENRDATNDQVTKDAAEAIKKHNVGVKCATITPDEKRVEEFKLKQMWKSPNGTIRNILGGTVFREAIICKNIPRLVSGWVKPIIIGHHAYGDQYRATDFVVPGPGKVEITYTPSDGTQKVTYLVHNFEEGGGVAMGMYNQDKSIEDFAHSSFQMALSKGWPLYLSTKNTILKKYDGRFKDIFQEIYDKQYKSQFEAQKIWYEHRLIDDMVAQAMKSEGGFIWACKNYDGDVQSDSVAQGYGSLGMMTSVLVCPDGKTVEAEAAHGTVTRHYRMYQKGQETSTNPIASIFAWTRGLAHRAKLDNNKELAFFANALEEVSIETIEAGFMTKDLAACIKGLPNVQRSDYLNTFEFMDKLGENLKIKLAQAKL
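IDH1-R132H (0.5 ug/mL) preincubated 30 min with compound, then NADPH (0.016 mM) and alpha-KG (2 mM) added; 80 min at RT, pH 7.5. Remaining NADPH coupled via diaphorase/resazurin to fluorescence (540/590 nm); concentration-response curves normalized to no-enzyme control.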
Pin1 inhibitor = human Pin1 inhibition; Pin1 FP peptide displacement, HiFluor488, 10 min; Q13526; Potency, µM (titrated, usually from 115 µM), for inactives: at the top dose activity, negative = inhibition, usual class: inhibitors; actives 0.009% (n = 390,000); active = well fitted inhibition curve with a large enough effect in the polarisation, with a control signal flat, not every such curve was filed as active; inconclusive = small, poorly fitted or top-dose-only effect, or effect the other way, or a change in a side signal; inactive = no such curve, though single readings can be large or run the other way; the % refers to the polarisation; also: potency is read from the fitted curve at half-maximal effect; % is scaled to controls: 0 for no effect and ±100 for the full control effect
Target sequence (Q13526 whole entry, looked up): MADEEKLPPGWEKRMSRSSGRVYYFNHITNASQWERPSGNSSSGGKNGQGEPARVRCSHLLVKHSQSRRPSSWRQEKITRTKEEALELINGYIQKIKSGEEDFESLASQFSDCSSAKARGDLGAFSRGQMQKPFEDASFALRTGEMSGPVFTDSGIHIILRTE
TRHR ag = TRH receptor (human) agonism; P34981; TRHR cells, calcium flux fluo-8, FDSS agonist mode; activation, % at 2 µM; actives 0.18% (n = 360,000); AID 493084; in the data active = activation above about 30%; also: 0% is about no effect
Target sequence (P34981 whole entry, looked up): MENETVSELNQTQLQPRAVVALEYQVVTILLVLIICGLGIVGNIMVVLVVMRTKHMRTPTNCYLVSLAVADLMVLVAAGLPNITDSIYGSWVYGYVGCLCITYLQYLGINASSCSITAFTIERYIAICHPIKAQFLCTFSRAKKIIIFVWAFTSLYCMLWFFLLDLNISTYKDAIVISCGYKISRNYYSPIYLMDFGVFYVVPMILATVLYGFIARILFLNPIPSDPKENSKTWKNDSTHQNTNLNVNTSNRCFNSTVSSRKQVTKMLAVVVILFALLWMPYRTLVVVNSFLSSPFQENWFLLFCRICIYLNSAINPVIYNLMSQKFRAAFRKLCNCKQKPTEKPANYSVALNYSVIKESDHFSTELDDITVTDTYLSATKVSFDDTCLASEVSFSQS
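TRHR-expressing cells loaded with fluo-8 calcium dye; 23 nL library compound pin-transferred, kinetic FDSS fluorescence (Ex 480/Em 530) recorded about 180 s for agonist-induced calcium release, before a 10 nM TRH EC20 addition for potentiator mode.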
USP1 inh = inhibitors of human USP1/UAF1 deubiquitinase. O94782. Potency, µM (highest dose often 57.1 µM), inactives show top-dose activity change, negative = inhibition, actives largely listed as inhibitors. recombinant USP1/UAF1, Ub-Rhodamine cleavage fluorescence. actives 0.23% (n = 390,000); also: potency is read from the fitted curve at half-maximal effect; % is scaled to controls: 0 for no effect and ±100 for the full control effect; nearly all actives have a fitted effect of over 60% in size; inactives centre near -12
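High-throughput fluorogenic screen: 1nM USP1/UAF1 complex, Ub-Rho substrate 150nM final, 50mM HEPES pH 7.8 with 0.5mM EDTA, 0.1 mg/ml BSA, 1mM TCEP and 0.01% Tween-20.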
D2 antag = D2 dopamine receptor (human) antagonism | P14416 | HEK293 TREx D2 cells, calcium flux, dopamine EC80 | inhibition, % at 10 µM | actives 2% (n = 340,000) | AID 485344; in the data active = inhibition above about 30%; also: 0% is about no effect
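Read-out: kinetic calcium fluorescence (1 cycle/s) in inducible HEK293 T-REx D2 cells after an EC80 dopamine addition that followed 180 s compound preincubation. Loss of the dopamine response indicates antagonism.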
rTrxR1 inhibitor = inhibitors of rat thioredoxin reductase 1 | O89049 | recombinant rTrxR1, NADPH fluorescence consumption, selenite substrate | actives 1% (n = 390,000) | Potency, µM (highest dose often 114 µM), without a hit: at the highest dose activity change, negative = inhibition, most hits filed as inhibitors; also: potency is read from the fitted curve at half-maximal effect; % is scaled to controls: 0 for no effect and ±100 for the full control effect; nearly all actives have a fitted effect of over 65% in size
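Rat TrxR1 (90 nM in the dispensed reagent) was pre-reduced with 400 uM NADPH for 5 min at room temperature, then incubated with compound for 15 min. After 400 uM selenite was added, NADPH fluorescence (Ex 340/Em 450 nm) was followed for 8 min.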
D2 ag = activates the human D2 dopamine receptor | actives 0.53% (n = 340,000) | HEK293 T-REx D2 cells, calcium flux agonist mode | AID 485358 | activation, % at 2 µM | P14416;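 active = activation over 3 SD above normal in the single-dose calcium agonist read, cut at about 30% in these data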; also: 0% is about no effect
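In this primary screen, compounds producing a positive calcium signal within 180 s of addition to tetracycline-induced, force-coupled HEK293 Trex D2 cells are flagged; cells are dye-loaded with a no-wash calcium kit beforehand.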
TrxR1 substrate = substrates of rat thioredoxin reductase 1 | O89049 | Potency, µM (titrated, usually from 114 µM), for inactives: top-dose activity change, negative = substrate turnover | actives 0.01% (n = 390,000) | purified TrxR1 substrate turnover, NADPH consumption readout; also: potency is read from the fitted curve at half-maximal effect; % is scaled to controls: 0 for no effect and ±100 for the full control effect; nearly all actives have a fitted effect of over 50% in size
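Rat TrxR1, dispensed at 90 nM, was prereduced with 400 uM NADPH (final) for 5 min at ~22 deg C, then incubated with compound 15 min before 400 uM selenite. A first-read NADPH fluorescence drop versus no-compound background flagged substrates.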
TRHR PAM = TRH receptor (human) allosteric enhancement | P34981 | TRHR cells, fluo-8 calcium fluorescence, EC20 TRH enhancement | enhancement, % at 2 µM | actives 0.66% (n = 360,000) | AID 493056; in the data active = enhancement above about 30%; also: 0% is about no effect
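Enhancer read-out: after compound pinning and an initial kinetic agonist-mode read, an EC20 of TRH (10 nM final) was injected and fluo-8 calcium signal (Ex 480/Em 530) followed at 1 s/cycle for 100 cycles in TRHR-expressing cells.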
The depositor's hits bear a star; ? = inconclusive; · = not tested or not shown; [ ] = remark or other dose. Unless noted, calls follow the shape of the dose curve; as a rule, active = well fitted inhibition curve with a large enough effect; inconclusive = small, poorly fitted or top-dose-only effect; inactive = no such curve, though single readings can be large or run the other way. Some of the compounds tested, so the mix of outcomes need not match the whole.

cpd	Molecule	mIDH1 inhibitor	Pin1 inhibitor	TRHR ag	USP1 inh	D2 antag
1	O=C(NCc1cccnc1)NC1(C(F)(F)F)Oc2ccccc2O1	3%	3%	-0.4	-7%	-4
2	Cc1nnsc1NC(=O)OCc1ccc(C(F)(F)F)cc1	3%	1%	-0.3	-13%	-16
3	Cc1cccc(CNC(=O)Cn2ccc3cc(S(=O)(=O)N4CCC(C)CC4)ccc32)c1	-12%	33%[activator]	0.6	5%	·
4	CSc1ncccc1C(=O)Nc1ccc2c(c1)OCCO2	0%	4%	·	-8%	·
5	CC(=O)Nc1nc(=O)c2ccccc2s1	11%	-5%	0.8	-7%	9
6	Cc1ncc(CN2CCC(n3nccc3NC(=O)c3ccccc3)CC2)s1	2%	-10%	-0.4	-21%	-5
7	COc1ccccc1NC(=O)N1CCN(CCc2ccccc2)CC1	-3%	-3%	-0.1	-14%	-8
8	Cc1ccc(C)c(NC(=O)CN(C)S(=O)(=O)c2cccc3nsnc23)c1	8%	-1%	0.1	-5%	·
9	N#Cc1ccc(COC(=O)c2ccc3c(c2)OCO3)cc1	-4%	6%	·	-7%	·
10	Cc1cc2cc(CNC(=O)NC3CCCCC3)ccc2n1C	-7%	4%	0.2	-11%	20
11	C=C(C)C(=O)Nc1ccc2c(c1)OCCOCCOCCO2	-8%	·	0.1	10%	-19
12	CCOc1ccc(S(=O)(=O)NCCC(=O)NCc2ccccn2)cc1	-5%	-1%	0.2	1%	·
13	COc1ccccc1C(=O)Nc1ccc2c(C)cc(=O)oc2c1	3%	-8%	-0.9	-18%	-29
14	COc1cccc(-c2nnc(-c3ccccc3NC(=O)c3ccc(C(C)(C)C)cc3)o2)c1	4%	-1%	0.9	-17%	4
15	O=C(CCC1N=C2c3ccccc3N=C(SCc3ccc(F)cc3)N2C1=O)NCCc1ccccc1 (stereo unspecified)	0%	36%[activator]	-0.2	-8%	·

cpd	rTrxR1 inhibitor	D2 ag	TrxR1 substrate	TRHR PAM
1	20%[57.1 µM]	0.1	7%[57.1 µM]	9
2	-7%	0.1	-13%	2
3	12%	0.6	-8%	-3
4	9%[57.1 µM]	·	8%[57.1 µM]	·
5	45%[activator]	0.9	7%	-6
6	-3%	-0.6	-7%	3
7	6%	-0.8	-4%	3
8	11%	-1.0	-3%	-4
9	10%	·	-3%	·
10	27%	-0.2	7%	7
11	-19%	0.5	-14%	13
12	-14%	·	-6%	2
13	47%[activator][57.1 µM]	-0.6	29%[57.1 µM]	5
14	17%	0.8	15%	-2
15	-2%[57.1 µM]	0.2	20%[57.1 µM]	3

New compounds follow:
cpd	Molecule	mIDH1 inhibitor	Pin1 inhibitor	TRHR ag	USP1 inh	D2 antag
16	CC(NCc1ccc2c(c1)n(C)c(=O)n2C)c1ccccc1 (stereo unspecified)	-7%	-2%	0.7	1%	·
17	N#CCn1c(C2CCCCC2)nc2ccccc2c1=O	1%	-3%	-0.3	-11%	-6
18	O=C(Nc1ccccc1)/C(=C\c1ccc(F)cc1)NC(=O)c1ccco1	-5%	3%	-0.2	?	-3
19	CCOc1ccc(/C=N/NC(=O)C2CC2)cc1OC	9%	6%	0.4	-18%	-8
20	Cc1c(NC(=O)CCCCCN2C(=O)c3ccccc3C2=O)c(=O)n(-c2ccccc2)n1C	-1%	-5%	-0.8	-4%	2
21	CCCCOc1cccc(C(=O)Nc2ccc(NC(=O)c3cccs3)cc2)c1	-10%	0%	-0.1	-20%	8
22	NC(=O)CSC1=Nc2ccccc2C2=NC(CCC(=O)NCc3ccc(F)cc3)C(=O)N12 (stereo unspecified)	-5%	-8%	0.5	5%	6
23	Cc1ccc(NC(=S)NCCc2ccccc2)c(C)c1	4%	-1%	-0.8	-10%	-1
24	Brc1ccc(-c2nnc3sc(CN4CCc5ccccc5C4)cn23)cc1	-6%	-5%	·	-24%	·
25	O=Cc1cccc2ccc3cccc(C(=O)O)c3c12	5%	-7%	·	-21%	·
26	OC(c1ccccc1)(c1ccc(F)cc1)C(c1ccccc1)N1CCOCC1 (stereo unspecified)	1%	-9%	0.4	-10%	-8
27	O=c1oc(-c2ccccc2NS(=O)(=O)c2ccc(Cl)cc2)nc2ccccc12	-2%	9%	0.6	8%	·
28	CC1CC(C)CN(CCCNC(=O)c2csc3c2CCCC3)C1 (stereo unspecified)	-6%	3%	0.3	-3%	-10
29	Cc1cc(C)c(NS(=O)(=O)c2ccc3c(c2)NC(=O)C(C)C(=O)N3)c(C)c1 (stereo unspecified)	-3%	0%	0.2	-2%	10
30	CCCSc1nsc(SCCC)c1C(N)=O	-3%	4%	-0.7	-11%	-19

cpd	rTrxR1 inhibitor	D2 ag	TrxR1 substrate	TRHR PAM
16	13%	·	-4%	1
17	0%	-1.1	3%	2
18	16%	0.2	-2%	-3
19	0%	0.1	-6%	-4
20	-22%	1.8	-17%	-9
21	42%[activator]	0.5	17%	-2
22	-1%	-0.3	45%[activator]	-6
23	-15%	0.5	-13%	4
24	8%	·	1%	·
25	14%	·	9%	·
26	-4%	-1.7	-8%	-10
27	10%[57.1 µM]	·	3%[57.1 µM]	7
28	-13%	-0.3	-7%	36*
29	29%[57.1 µM]	0.3	12%[57.1 µM]	-3
30	-4%	-2.4	-4%	1

(more compounds)
cpd	Molecule	mIDH1 inhibitor	Pin1 inhibitor	TRHR ag	USP1 inh	D2 antag
31	COc1cccc(CNC(=O)c2ccc(N3CCOCC3)c([N+](=O)[O-])c2)c1	6%	-2%	-0.5	-12%	20
32	COCCN(C(=O)COC(=O)CCc1nc2ccccc2s1)c1c(N)n(Cc2ccccc2)c(=O)[nH]c1=O	5%	1%	0.3	4%	-8
33	Cc1ccc(C)c(N(C)S(=O)(=O)c2cccc3nsnc23)c1	3%	1%	-1.0	-22%	-12
34	Cc1ccc(N2C(=S)NC3c4ccccc4OC2(C)C3C(=O)N(C)C)cc1 (stereo unspecified)	-1%	-2%	1.1	-21%	-24
35	Cc1cccc(OCC(=O)OCC(=O)Nc2ccc(Cl)cn2)c1	-3%	0%	·	-10%	·
36	COc1ccc(-c2csc(NC(=O)c3ccc(OCC(=O)N4CCOCC4)c(OC)c3)n2)cc1OC	0%	4%	0.6	-22%	5
37	CC(=O)C1=C(C)NC(=O)NC1c1ccccc1OCC(=O)NCCc1ccccc1 (stereo unspecified)	2%	6%	1.1	-9%	-2
38	COc1ccc(-n2c(=S)[nH]c3cc(C(=O)Nc4ccc(OC)c(OC)c4)ccc3c2=O)cc1	0%	-3%	0.4	-10%	5
39	Nc1c(C(=O)NCC2CCCO2)sc(=S)n1-c1ccccc1 (stereo unspecified)	7%	6%	-0.3	-4%	2
40	CCN(CC)C(NC(=O)Cc1ccccc1)C(Cl)(Cl)Cl (stereo unspecified)	16%	2%	4.8	-5%	-8
41	COc1ccccc1CN1CCC(CNC(=O)c2cnn(-c3ccc(Cl)cc3)c2C2CCN(C(=O)OC(C)(C)C)CC2)CC1	15%	3%	1.9	-18%	·
42	COc1ccc(NC(=O)CSc2nnc(Cc3cccn3C)n2CCc2ccccc2)c(OC)c1	1%	22%	-0.6	-10%	-11
43	COc1cccc(NC(=O)c2c(N3CCCC3=O)c3cc(C)ccc3n2C)c1	-4%	-2%	-0.4	?	·
44	Cn1c(=O)c2cc(C(=O)Nc3cccc(C#N)c3)sc2c2ccccc21	0%	3%	-0.8	-3%	·
45	Cc1cccc(-c2nnc(SCC#N)n2-c2ccccc2)c1	5%	-6%	-0.3	-10%	-4
46	CCOC(=O)c1ccccc1NC(=O)c1c(-c2ccccc2)noc1C	23%	-2%	1.2	-1%	·

cpd	rTrxR1 inhibitor	D2 ag	TrxR1 substrate	TRHR PAM
31	17%	-0.5	5%	4
32	-8%	0.7	-6%	-1
33	-10%	-0.6	-12%	0
34	3%[57.1 µM]	-0.1	4%[57.1 µM]	4
35	7%	·	-2%	·
36	-8%	0.0	3%	-1
37	13%	-0.9	4%	12
38	9%	1.6	-1%	-4
39	-11%[57.1 µM]	0.3	10%[57.1 µM]	0
40	7.9µM*	0.9	11%	-3
41	19%	2.4	0%	16
42	16%	0.6	7%	7
43	21%	-0.9	-6%	4
44	11%	-0.3	5%	23
45	3%	-1.1	1%	7
46	12%[57.1 µM]	0.2	-3%[57.1 µM]	7

Part of the list above, reduced to mIDH1 inhibitor, TrxR1 substrate and rTrxR1 inhibitor.
entry | Compound | mIDH1 inhibitor | TrxR1 substrate | rTrxR1 inhibitor
38 | COc1ccc(-n2c(=S)[nH]c3cc(C(=O)Nc4ccc(OC)c(OC)c4)ccc3c2=O)cc1 | 0% | -1% | 9%
39 | Nc1c(C(=O)NCC2CCCO2)sc(=S)n1-c1ccccc1 (stereo unspecified) | 7% | 10%[57.1 µM] | -11%[57.1 µM]
40 | CCN(CC)C(NC(=O)Cc1ccccc1)C(Cl)(Cl)Cl (stereo unspecified) | 16% | 11% | 7.9µM*

Quoted at random: 4 records from the list.
cpd	Molecule	mIDH1 inhibitor	Pin1 inhibitor	TRHR ag	USP1 inh	D2 antag
36	COc1ccc(-c2csc(NC(=O)c3ccc(OCC(=O)N4CCOCC4)c(OC)c3)n2)cc1OC	0%	4%	0.6	-22%	5
42	COc1ccc(NC(=O)CSc2nnc(Cc3cccn3C)n2CCc2ccccc2)c(OC)c1	1%	22%	-0.6	-10%	-11
32	COCCN(C(=O)COC(=O)CCc1nc2ccccc2s1)c1c(N)n(Cc2ccccc2)c(=O)[nH]c1=O	5%	1%	0.3	4%	-8
41	COc1ccccc1CN1CCC(CNC(=O)c2cnn(-c3ccc(Cl)cc3)c2C2CCN(C(=O)OC(C)(C)C)CC2)CC1	15%	3%	1.9	-18%	·

cpd	rTrxR1 inhibitor	D2 ag	TrxR1 substrate	TRHR PAM
36	-8%	0.0	3%	-1
42	16%	0.6	7%	7
32	-8%	0.7	-6%	-1
41	19%	2.4	0%	16
